Compound activity: PubChem, Sanford-Burnham Center for Chemical Genomics
Jurkat NFkB inh = inhibitors of induced NF-kB luciferase reporter, primary screen, TCR NF-kB activation inhibitor project, cell-based, luminescence, uHTS | Jurkat, PMA/ionomycin-induced NF-kB luciferase reporter | AID 435003, 2010 | 330,000 compounds, 0.53% hits | inhibition, % at 4 µM; in the data active = inhibition above about 50%
UBC13 inh = UBC13 polyubiquitin chain formation inhibitors, primary screen, biochemical, TR-FRET, uHTS. AID 485273, 2010. inhibition, % at 20 µM. 330,000 compounds, 0.47% hits. Ubiquitin-conjugating enzyme E2 N (Homo sapiens), P61088; in the data active = inhibition above about 45%, passing the limit was not always enough
Target sequence (P61088 whole entry, looked up): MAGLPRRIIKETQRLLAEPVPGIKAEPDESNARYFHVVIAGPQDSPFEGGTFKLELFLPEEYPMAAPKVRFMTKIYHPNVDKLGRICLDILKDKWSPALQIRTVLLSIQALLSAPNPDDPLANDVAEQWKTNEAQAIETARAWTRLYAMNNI
EBI2 antag = EBI2 receptor antagonists, beta-arrestin recruitment, primary screen, cell-based, luminescence, 7a,25-OHC stimulation, uHTS; 7a,25-OHC stimulated; G-protein coupled receptor 183 (Homo sapiens), P32249; 360,000 compounds, 0.81% hits; inhibition, % at 5 µM; in the data active = inhibition above about 38%;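 also: enzyme fragment complementation signal reports receptor beta-arrestin coupling in cells; 0% = agonist plus DMSO wells and 100% = wells without agonist; some results beyond the cut were filed as inactive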
Target sequence (P32249 whole entry, looked up, the tested form may be a part): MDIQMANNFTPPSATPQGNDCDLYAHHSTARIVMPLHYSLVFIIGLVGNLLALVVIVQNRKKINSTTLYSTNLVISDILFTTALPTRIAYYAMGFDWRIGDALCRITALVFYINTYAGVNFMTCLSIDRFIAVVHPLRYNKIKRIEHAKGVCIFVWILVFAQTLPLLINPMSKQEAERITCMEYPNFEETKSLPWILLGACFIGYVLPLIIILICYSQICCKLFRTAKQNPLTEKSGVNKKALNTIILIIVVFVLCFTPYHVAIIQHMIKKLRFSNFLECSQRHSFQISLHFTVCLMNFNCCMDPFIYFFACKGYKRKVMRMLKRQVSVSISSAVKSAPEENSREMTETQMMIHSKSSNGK
APJ antag = antagonists of human apelin receptor APJ, primary screen, CHO-K1 cells, beta-arrestin complementation, luminescence; inhibition, % at 20 µM; AID 2521, 2010; 330,000 compounds, 0.32% hits;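 active = inhibition above about 40% at 20 µM, limit read from the data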;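 also: cells challenged with 10 nM apelin-13 agonist together with compound; plate controls were apelin-13 plus DMSO wells for no effect and DMSO wells lacking apelin-13 for full effect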
Target sequence (P35414 whole entry, looked up): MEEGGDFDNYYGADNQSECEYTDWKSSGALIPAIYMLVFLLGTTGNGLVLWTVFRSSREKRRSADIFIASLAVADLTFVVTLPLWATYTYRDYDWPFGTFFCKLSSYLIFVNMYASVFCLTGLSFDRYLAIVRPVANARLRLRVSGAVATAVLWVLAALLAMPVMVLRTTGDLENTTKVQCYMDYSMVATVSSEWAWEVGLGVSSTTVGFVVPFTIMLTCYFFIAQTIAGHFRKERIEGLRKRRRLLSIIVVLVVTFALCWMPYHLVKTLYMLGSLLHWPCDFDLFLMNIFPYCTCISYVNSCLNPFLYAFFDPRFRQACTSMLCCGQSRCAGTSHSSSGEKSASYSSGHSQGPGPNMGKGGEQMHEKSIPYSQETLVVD
CXCR6 block = CXCR6 receptor inhibitors, primary screen, cell-based, beta-arrestin, luminescence, CHO-K1 PathHunter, 1536-well; C-X-C chemokine receptor type 6 (Homo sapiens), O00574; inhibition, % at 20 µM; 360,000 compounds, 0.36% hits; in the data active = inhibition above about 34%, passing the limit was not always enough;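 also: antagonist mode with CXCL16 agonist at 10 nM final; 0% = 10 nM CXCL16 with DMSO and 100% = unstimulated wells without agonist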
697 NFkB inh = inhibitors of PMA/ionomycin-induced NF-kB reporter, 697 cells, primary screen, B-cell NF-kB inhibitor project, cell-based, luminescence, uHTS; 330,000 compounds, 0.33% hits; inhibition, % at 4 µM; 697 B-cell NF-kB luciferase reporter, 16 h; AID 435022, 2010; in the data active = inhibition above about 35%
Gli-Sufu antag = Gli-Sufu pathway antagonists, primary screen, luciferase luminescence, Sufu-KO-LIGHT cells, uHTS; Sufu-KO-LIGHT fibroblasts, Gli luciferase reporter luminescence; inhibition, % at 5 µM; 340,000 compounds, 0.74% hits;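 active = inhibition above about 55%, limit read from the data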;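 also: 0% = DMSO-treated cells and 100% = wells with medium but no cells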
CCR6 antagonist = CCR6 receptor antagonists, primary screen, cell-based, CHO-K1, luminescence, beta-arrestin, uHTS. CHO-K1 CCR6 PathHunter beta-arrestin, CCL20-stimulated. inhibition, % at 20 µM. 340,000 compounds, 0.49% hits;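 active = compounds whose inhibition of the agonist-driven luminescence signal at 20 µM reaches about 50%, limit read from the data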;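 also: cells stimulated with CCL20 at 14 nM final; plate controls were DMSO with CCL20 for no effect and DMSO without agonist for full effect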
* marks the source's active call; other numbers are inactive results. The order is random. Share with any hit: about 3%.

How did CC(C)c1nc2oc3c(NCc4ccccn4)ncnc3c2c2c1COC(C)(C)C2 do in these assays?
Jurkat NFkB inh: -1.9; UBC13 inh: 29.5; EBI2 antag: 23.2; APJ antag: 5.7; CXCR6 block: -8.4; 697 NFkB inh: 13.1; Gli-Sufu antag: 1.9; CCR6 antagonist: -4.0

How did CCOC(=O)c1cc(-c2ccccc2)n(CC(=O)Nc2ccc(OC)c(OC)c2)c1C do in these assays?
Jurkat NFkB inh: -8.3; UBC13 inh: 4.4; EBI2 antag: -8.2; APJ antag: 1.0; CXCR6 block: -4.7; 697 NFkB inh: 3.6; Gli-Sufu antag: -12.7; CCR6 antagonist: 2.4

Results for CSc1ccc(CCNC(=O)C2CCCN(c3nn4c(=O)cc(C)nc4s3)C2)cc1 (centres undefined) ?
Jurkat NFkB inh: -0.8; UBC13 inh: -1.5; EBI2 antag: 7.2; APJ antag: 4.2; CXCR6 block: -6.3; 697 NFkB inh: 10.5; Gli-Sufu antag: -7.3; CCR6 antagonist: 6.7

How did COc1ccc2cc(CCNC(=O)c3cc4ccccc4o3)c(=O)[nH]c2c1 do in these assays?
Jurkat NFkB inh: -2.4; UBC13 inh: -2.1; EBI2 antag: 4.8; APJ antag: -21.3; CXCR6 block: -19.5; 697 NFkB inh: 0.2; Gli-Sufu antag: 10.6; CCR6 antagonist: 8.6

What do the screens show for `C=CCCC(=O)Nc1nc(C)c(-c2csc(Nc3cc(OC)ccc3OC)n2)s1`?
Jurkat NFkB inh: 46.2; UBC13 inh: -2.9; EBI2 antag: -4.2; APJ antag: -68.0; CXCR6 block: 4.7; 697 NFkB inh: -4.5; Gli-Sufu antag: 6.0; CCR6 antagonist: -9.9

How did CC1CC(=O)C2=C(C1)Nc1nc3ccccc3n1C2c1cccnc1 (centres undefined) do in these assays?
Jurkat NFkB inh: 1.1; UBC13 inh: 12.4; EBI2 antag: -3.6; APJ antag: 19.3; CXCR6 block: 1.8; 697 NFkB inh: -2.4; Gli-Sufu antag: 16.2; CCR6 antagonist: 2.7

What do the screens show for `Cc1cccc(N2CCN(c3nc4ccc(Cl)cc4n4cnnc34)CC2)c1C`?
Jurkat NFkB inh: 10.6; UBC13 inh: -0.3; EBI2 antag: 10.6; APJ antag: 10.8; CXCR6 block: 9.1; 697 NFkB inh: -8.4; Gli-Sufu antag: 12.2; CCR6 antagonist: -3.8

What do the screens show for `CCOc1ccc(C(CC(=O)O)NC(=O)C(c2ccccc2)c2ccccc2)cc1OC` (centres undefined)?
Jurkat NFkB inh: -0.3; UBC13 inh: -9.1; EBI2 antag: -14.0; APJ antag: -1.3; CXCR6 block: -4.8; 697 NFkB inh: 8.5; Gli-Sufu antag: -7.4; CCR6 antagonist: 2.6

What do the screens show for `Cc1ccc(S(=O)(=O)C2C(=O)N(C)C3(C)CC2c2ccccc2O3)cc1C` (centres undefined)?
Jurkat NFkB inh: 4.1; UBC13 inh: -5.7; EBI2 antag: 9.5; APJ antag: 0.8; CXCR6 block: 3.7; 697 NFkB inh: 13.0; Gli-Sufu antag: -3.4; CCR6 antagonist: 9.0

What do the screens show for `COC(=O)Cn1c2ccc(F)cc2c2nc(C)sc21`?
Jurkat NFkB inh: -7.2; UBC13 inh: -1.4; EBI2 antag: 11.2; APJ antag: -1.3; CXCR6 block: -0.3; 697 NFkB inh: 6.9; Gli-Sufu antag: 3.8; CCR6 antagonist: -0.4

By substructure: the entries above containing a furan ring, fused or not
How did CC(C)c1nc2oc3c(NCc4ccccn4)ncnc3c2c2c1COC(C)(C)C2 do in these assays?
Jurkat NFkB inh: -1.9; UBC13 inh: 29.5; EBI2 antag: 23.2; APJ antag: 5.7; CXCR6 block: -8.4; 697 NFkB inh: 13.1; Gli-Sufu antag: 1.9; CCR6 antagonist: -4.0

How did COc1ccc2cc(CCNC(=O)c3cc4ccccc4o3)c(=O)[nH]c2c1 do in these assays?
Jurkat NFkB inh: -2.4; UBC13 inh: -2.1; EBI2 antag: 4.8; APJ antag: -21.3; CXCR6 block: -19.5; 697 NFkB inh: 0.2; Gli-Sufu antag: 10.6; CCR6 antagonist: 8.6

Carrying on:
Results for CCn1ncc(Br)c1C(=O)Nc1cc([N+](=O)[O-])ccc1C ?
Jurkat NFkB inh: -0.2; UBC13 inh: -0.2; EBI2 antag: -2.6; APJ antag: -12.5; CXCR6 block: 2.5; 697 NFkB inh: -25.0; Gli-Sufu antag: 2.6; CCR6 antagonist: 24.1

How did O=S(=O)(NCc1ccco1)c1ccc(S(=O)(=O)N2CCCC2)cc1 do in these assays?
Jurkat NFkB inh: -0.8; UBC13 inh: -1.0; EBI2 antag: -3.0; APJ antag: -19.9; CXCR6 block: -2.8; 697 NFkB inh: 5.8; Gli-Sufu antag: 7.5; CCR6 antagonist: 8.7

What do the screens show for `O=C(NCc1ccccn1)/C(=N/O)c1ccccc1`?
Jurkat NFkB inh: -15.0; UBC13 inh: -4.0; EBI2 antag: 0.5; APJ antag: 16.6; CXCR6 block: 6.8; 697 NFkB inh: -22.9; Gli-Sufu antag: -8.4; CCR6 antagonist: -2.3

How did O=C(COC(=O)c1ccc2[nH]c3c(c2c1)CCCC3)Nc1ccccc1 do in these assays?
Jurkat NFkB inh: -11.7; UBC13 inh: -2.8; EBI2 antag: 3.1; APJ antag: -6.8; CXCR6 block: 24.7; 697 NFkB inh: -26.5; Gli-Sufu antag: -7.8; CCR6 antagonist: 11.2

What do the screens show for `O=C(Cc1cccc2ccccc12)NCCC1=CCCCC1`?
Jurkat NFkB inh: -7.3; UBC13 inh: 3.8; EBI2 antag: 20.1; APJ antag: 5.5; CXCR6 block: -1.7; 697 NFkB inh: -1.2; Gli-Sufu antag: 4.1; CCR6 antagonist: 8.6

Results for O=C(c1cccs1)N1CCC(c2nc3c(nnn3Cc3c(Cl)cccc3Cl)c(=O)[nH]2)CC1 ?
Jurkat NFkB inh: 7.0; UBC13 inh: 7.0; EBI2 antag: -3.6; APJ antag: 0.8; CXCR6 block: -6.6; 697 NFkB inh: -9.0; Gli-Sufu antag: 1.9; CCR6 antagonist: 12.4

How did COc1ccccc1S(=O)(=O)Cc1ccc(C(=O)N2CCN(c3cccc(Cl)c3)CC2)o1 do in these assays?
EBI2 antag: 2.2; CXCR6 block: -17.8; Gli-Sufu antag: 11.9; CCR6 antagonist: 0.7

Results for Cc1ccccc1N=CC1=C(O)c2ccccc2C1=O ?
Jurkat NFkB inh: -115.3; UBC13 inh: -14.0; EBI2 antag: 4.4; APJ antag: 30.9; CXCR6 block: 0.8; 697 NFkB inh: -103.2; Gli-Sufu antag: -52.9; CCR6 antagonist: 10.5

How did CC(C)NC(=O)NC(=O)COC(=O)c1cc[n+]([O-])cc1 do in these assays?
Jurkat NFkB inh: 7.4; UBC13 inh: -3.9; EBI2 antag: -4.7; APJ antag: -6.7; CXCR6 block: 5.7; 697 NFkB inh: 5.5; Gli-Sufu antag: -14.2; CCR6 antagonist: 0.1

How did CCOc1ccccc1C(=O)Nc1ccc(S(=O)(=O)N2CCOCC2)cc1 do in these assays?
Jurkat NFkB inh: 10.5; UBC13 inh: 11.1; EBI2 antag: 0.3; APJ antag: 4.4; CXCR6 block: 4.7; 697 NFkB inh: -13.2; Gli-Sufu antag: -0.4; CCR6 antagonist: 2.0

Results for COc1ccc(CN=C2NN=C(c3ccc(Cl)cc3)CS2)cc1 ?
Jurkat NFkB inh: -33.3; UBC13 inh: -6.3; EBI2 antag: 0.5; APJ antag: 8.3; CXCR6 block: 0.9; 697 NFkB inh: -29.6; Gli-Sufu antag: -10.0; CCR6 antagonist: 4.2

Results for CCCCCCCC(=O)Nc1cc(C(=O)NCc2ccc(C)cc2)ccc1N1CCC2(CC1)CC(c1cccc(Br)c1)=NO2 ?
Jurkat NFkB inh: 13.8; UBC13 inh: -32.1; EBI2 antag: 12.4; APJ antag: -0.7; CXCR6 block: -2.0; 697 NFkB inh: 10.4; Gli-Sufu antag: 21.0; CCR6 antagonist: 5.7

Results for O=C1CC(=O)N(c2cccc(F)c2)N1 ?
Jurkat NFkB inh: -10.7; UBC13 inh: 0.7; EBI2 antag: -4.3; APJ antag: 7.4; CXCR6 block: 1.8; 697 NFkB inh: 2.0; Gli-Sufu antag: 3.8; CCR6 antagonist: -14.8

How did COc1ccc(N2CCN(Cc3nc(N)nc(Nc4ccccc4OC)n3)CC2)cc1 do in these assays?
Jurkat NFkB inh: -2.8; UBC13 inh: 9.3; EBI2 antag: -2.0; APJ antag: 3.5; CXCR6 block: 3.9; 697 NFkB inh: -7.5; Gli-Sufu antag: 7.0; CCR6 antagonist: -0.1

Results for CC1CCCN(C(=O)CSc2nnc(-c3ccc(O)cc3)o2)C1 (centres undefined) ?
Jurkat NFkB inh: -1.2; UBC13 inh: 1.4; EBI2 antag: 0.4; APJ antag: 21.0; CXCR6 block: 4.4; 697 NFkB inh: 2.6; Gli-Sufu antag: 17.7; CCR6 antagonist: 4.2

What do the screens show for `COC(=O)c1[nH]c2ccccc2c1NC(=O)c1ccccc1[N+](=O)[O-]`?
Jurkat NFkB inh: 12.2; UBC13 inh: 5.8; EBI2 antag: 1.9; APJ antag: 6.9; CXCR6 block: 5.3; 697 NFkB inh: 12.2; Gli-Sufu antag: 2.8; CCR6 antagonist: 11.0

How did CC(C)c1nc(SCC(=O)N2CCc3ccccc32)n[nH]1 do in these assays?
Jurkat NFkB inh: -13.0; UBC13 inh: -15.6; EBI2 antag: -3.5; APJ antag: -1.0; CXCR6 block: -9.6; 697 NFkB inh: -16.9; Gli-Sufu antag: -22.3; CCR6 antagonist: 7.5

What do the screens show for `CC1CCCCC1NC(=O)COC(=O)CN1C(=O)c2ccccc2C1=O` (centres undefined)?
Jurkat NFkB inh: 7.9; UBC13 inh: -9.2; EBI2 antag: 2.8; APJ antag: 5.4; CXCR6 block: 6.8; 697 NFkB inh: 3.9; Gli-Sufu antag: 4.7; CCR6 antagonist: 7.7

What do the screens show for `COc1cccc(OC)c1OCCCCN1CCC(Cc2ccccc2)CC1`?
Jurkat NFkB inh: -1.9; UBC13 inh: 6.4; EBI2 antag: 6.7; APJ antag: 5.6; CXCR6 block: -3.9; 697 NFkB inh: 21.7; Gli-Sufu antag: 44.9; CCR6 antagonist: 16.8

Results for Cc1nc(-c2ccccc2)sc1C(=O)NN ?
Jurkat NFkB inh: 3.9; UBC13 inh: 5.0; EBI2 antag: -5.2; APJ antag: -16.5; CXCR6 block: -20.3; 697 NFkB inh: 1.0; Gli-Sufu antag: -28.2; CCR6 antagonist: -20.0

How did COc1ccc(NC(=O)CSc2nnc(-c3ccccc3)n2Cc2ccco2)c(OC)c1 do in these assays?
Jurkat NFkB inh: -12.4; UBC13 inh: 4.5; EBI2 antag: 12.6; APJ antag: 7.5; CXCR6 block: -2.7; 697 NFkB inh: -0.4; Gli-Sufu antag: 10.2; CCR6 antagonist: 22.5

How did O=C(Nc1ccc(N2CCN(C(=O)c3ccccc3)CC2)cc1)c1cc([N+](=O)[O-])ccc1N1CCOCC1 do in these assays?
Jurkat NFkB inh: -1.9; UBC13 inh: -2.0; EBI2 antag: 3.0; APJ antag: 17.2; CXCR6 block: -1.1; 697 NFkB inh: -13.1; Gli-Sufu antag: 9.8; CCR6 antagonist: 9.7

Results for Cc1ccc(S(=O)(=O)NC2CC(=O)N(c3ccc4c(c3)OCCO4)C2)cc1 (centres undefined) ?
Jurkat NFkB inh: 4.9; UBC13 inh: 1.2; EBI2 antag: 6.3; APJ antag: 7.6; CXCR6 block: -3.6; 697 NFkB inh: 13.8; Gli-Sufu antag: -7.5; CCR6 antagonist: 0.7
